Compound activity (PubChem)
HBB splice mod: hemoglobin beta splicing modulation | HBB splicing reporter cell assay, activation; EGFP reporter with mutant IVS2-654 intron; response scale: normalised to 500 nM splice-correcting PNA | Potency, µM (doses to about 46.1 µM), without a hit: at the highest dose activation, most hits filed as activators | 0.06% of 65,000 active | AID 925; further: 0% is about no effect
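Compounds were applied for 2 days to HeLa EGFP-654 cells, 500/well in Optimem with 2% FCS. The reporter's EGFP is disrupted by mis-splicing of beta-globin intron IVS2-654. Readout: summed well GFP fluorescence from 488 nm laser scanning; reference was 500 nM antisense […] 654 PNA.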
ERK AVP inh: inhibitors of vasopressin-stimulated ERK signaling pathway; 0.99% of 72,000 active; HEK293-V1b, vasopressin-stimulated pERK AlphaScreen; Potency, µM (series often up to 57.5 µM), for the others: at the highest dose activity, negative = inhibition, usual class: inhibitors; further: on the % scale 0 is the no-effect control and ±100 the full control effect; nearly all actives have a fitted effect of over 55% in size
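HEK293 cells stably expressing V1b receptor, preincubated 30 min at 37 °C with compound, then stimulated 5 min with 25 nM vasopressin. Phospho-ERK by AlphaScreen SureFire after 5 h RT; normalized to DMSO and vasopressin; AC50 by Hill fit.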
Luciferase inh: firefly luciferase inhibition. 2.2% of 72,000 active. purified firefly luciferase, luminescence, 8 min. Potency, µM (titrated, usually from 57.1 µM), for inactives: top-dose activity change, negative = inhibition, actives largely listed as inhibitors; further: on the % scale 0 is the no-effect control and ±100 the full control effect; nearly all actives have a fitted effect of over 40% in size
Target sequence (P08659 whole entry, looked up): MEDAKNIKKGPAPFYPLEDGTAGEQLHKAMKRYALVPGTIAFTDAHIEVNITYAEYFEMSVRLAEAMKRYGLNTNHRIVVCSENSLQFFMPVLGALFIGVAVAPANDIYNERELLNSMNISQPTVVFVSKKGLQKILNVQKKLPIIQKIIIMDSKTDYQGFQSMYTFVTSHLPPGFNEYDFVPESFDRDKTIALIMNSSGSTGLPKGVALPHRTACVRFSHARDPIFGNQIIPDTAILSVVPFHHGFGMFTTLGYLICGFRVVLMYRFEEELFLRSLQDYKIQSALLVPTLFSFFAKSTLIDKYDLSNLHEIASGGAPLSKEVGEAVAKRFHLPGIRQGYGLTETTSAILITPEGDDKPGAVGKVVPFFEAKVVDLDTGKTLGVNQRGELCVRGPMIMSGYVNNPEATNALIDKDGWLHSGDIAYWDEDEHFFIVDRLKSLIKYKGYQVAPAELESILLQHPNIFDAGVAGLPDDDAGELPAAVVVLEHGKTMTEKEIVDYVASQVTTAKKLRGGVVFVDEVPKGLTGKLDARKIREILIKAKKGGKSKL
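Titration-based qHTS; buffer 50 mM imidazole pH 7.2, 50 mM KCl, 7 mM MgCl2, 10 uM ATP, 0.01% Tween 20, 0.05% BSA; luciferase/luciferin detector mix added after compound; 8 min, ambient; luminescence.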
* hit, by the source's call; & = joins results of further samples; [ ] = another dose, or the depositor's remark. The call rests on the fitted dose curve; in most records, active means well fitted curve in the direction sought with a large enough effect; inconclusive means small, poorly fitted or top-dose-only effect, or another doubt; inactive means no such curve, though single readings can be large; an effect the other way counts as inactive or inconclusive. Potency means the concentration at half of the fitted maximal effect.

mol	ERK AVP inh	Luciferase inh	HBB splice mod
CO[C@H]1COC(=O)C/C=C\[C@@H](C)COC(=O)[C@@H](CCSC)NC(=O)C/C=C\[C@@H]1C	31.7%&-2.6%[11.5 µM]	1.3%&1.8%[11.4 µM]	0.9%&5.2%[9.22 µM]
CO[C@@H]1COC(=O)[C@@H](CCSC)NC(=O)C/C=C\[C@@H](C)COC(=O)[C@H](C)NC(=O)C/C=C\[C@H]1C	16.3%[11.5 µM]	1.2%[11.4 µM]	1.6%[9.22 µM]
O=C1C[C@@H](O)[C@@H](O)[C@H]2[C@@H]3C(=O)N(C[C@@H]4CCCO4)C(=O)[C@@H]3CC[C@H]12	12.7%&19.1%[11.5 µM]	1.6%&1.4%[11.4 µM]	0.3%&1.5%[9.22 µM]
CCOC(=O)CCN1C(=O)[C@H]2[C@H]3[C@H](O)[C@H](O)C/C(=N/OCC(C)C)[C@H]3CC[C@@H]2C1=O	6.5%[11.5 µM]	1.7%[11.4 µM]	-0.1%[9.22 µM]
COc1ccc(COC(=O)N/N=C2/C[C@@H](O)[C@@H](O)[C@@H]3[C@H]4C(=O)N(c5ccc(F)cc5F)C(=O)[C@@H]4CC[C@H]23)cc1	-9.7%[11.5 µM]	-1.2%[11.4 µM]	1.8%[9.22 µM]
C=CC[C@@H]1C=C[C@H](Oc2ccc(C)cc2)[C@H](COC(=O)NCc2cccc3ccccc23)O1	21.2%[11.5 µM]	-0.8%[11.4 µM]	1.2%[9.22 µM]
COC(=O)C/C=C\[C@@H](C)[C@@H](/C=N\O[C@@H](C)c1cn([C@H]2COC[C@H]2O)nn1)NS(=O)(=O)c1ccc(C)cc1	12.9%[11.5 µM]	0.1%[11.4 µM]	-0.7%[9.22 µM]
C/C(CCC(=O)OC[C@@H]1O[C@H](C#Cc2ccccc2)C=C[C@@H]1Oc1ccc(C)cc1)=N/O[C@@H](C)c1cn([C@H]2COC[C@H]2O)nn1	8.2%[11.5 µM]	1.4%[11.4 µM]	2.0%[9.22 µM]
CCN1C(=O)[C@H]2[C@H]3[C@H](O)[C@H](O)C/C(=N/O[C@@H]4O[C@@H](COC(C)=O)[C@@H](OC(C)=O)[C@@H](OC(C)=O)[C@H]4OC(C)=O)[C@@H]3CC[C@@H]2C1=O	3.0%[11.5 µM]	1.3%[11.4 µM]	2.7%[9.22 µM]
C=CC[C@@H]1C=C[C@H](O/N=C(\C)CCN2CCc3nc(-c4ccccc4)c(-c4ccccc4)cc3C2)[C@H](CO)O1	5.5%[11.5 µM]	0.7%[11.4 µM]	-2.2%[9.22 µM]
C[C@@H]1O[C@H]2C3=C(C(=O)[C@H]4O[C@@H]4[C@H]3O)[C@@H]1[C@@H]1[C@@H](C)OC=C3[C@H](O)[C@H]4O[C@@H]4/C(=N\OCc4ccccc4)[C@]312	12.6%[11.5 µM]	0.5%[11.4 µM]	5.7%[9.22 µM]
COC(=O)C/C=C\[C@@H](C)[C@@H](/C=N\OC[C@@H](O)COCc1ccco1)OC	9.1%[11.5 µM]	-0.9%[11.4 µM]	3.1%[9.22 µM]

Results in ERK AVP inh and Luciferase inh (3 entries from above):
SMILES	ERK AVP inh	Luciferase inh
C/C(CCC(=O)OC[C@@H]1O[C@H](C#Cc2ccccc2)C=C[C@@H]1Oc1ccc(C)cc1)=N/O[C@@H](C)c1cn([C@H]2COC[C@H]2O)nn1	8.2%[11.5 µM]	1.4%[11.4 µM]
CO[C@H]1COC(=O)C/C=C\[C@@H](C)COC(=O)[C@@H](CCSC)NC(=O)C/C=C\[C@@H]1C	31.7%&-2.6%[11.5 µM]	1.3%&1.8%[11.4 µM]
CCOC(=O)CCN1C(=O)[C@H]2[C@H]3[C@H](O)[C@H](O)C/C(=N/OCC(C)C)[C@H]3CC[C@@H]2C1=O	6.5%[11.5 µM]	1.7%[11.4 µM]

(further entries)
mol	ERK AVP inh	Luciferase inh	HBB splice mod
CO[C@H]1COC(=O)[C@@H](C)COC(=O)[C@@H](Cc2ccccc2)NC(=O)C/C=C\[C@H]1C	8.7%[11.5 µM]	-1.2%[11.4 µM]	1.7%[9.22 µM]
CCOC(=O)N/N=C1/C[C@@H](O)[C@@H](O)[C@@H]2[C@@H]3C(=O)N(c4cccc(Oc5ccccc5)c4)C(=O)[C@H]3CC[C@@H]12	6.9%[11.5 µM]	0.3%[11.4 µM]	3.3%[9.22 µM]
CC(C)=NOC[C@@H](O)[C@@H]1O[C@@H]2OC(C)(C)O[C@@H]2[C@H]1O	1.8%[11.5 µM]	1.3%[11.4 µM]	3.0%[9.22 µM]
CO[C@H]1COC(=O)C/C=C\[C@@H](C)[C@H](OC)COC(=O)CCC[C@@H]1C	18.2%[11.5 µM]	1.5%[11.4 µM]	-0.2%[9.22 µM]
CC(C)=CCC/C(C)=C/CO/N=C1/C[C@@H](O)[C@@H](O)[C@@H]2[C@@H]3C(=O)N(Cc4ccc5c(c4)OCO5)C(=O)[C@H]3CC[C@@H]12	-6.9%[11.5 µM]	-0.5%[11.4 µM]	4.3%[9.22 µM]
C[C@@H](c1ccccc1)N1C(=O)[C@H]2[C@H]3[C@H](O)[C@H](O)C/C(=N/OC[C@@H](O)COCc4ccco4)[C@H]3CC[C@@H]2C1=O	-9.1%[11.5 µM]	1.1%[11.4 µM]	4.0%[9.22 µM]
O=C1C[C@@H](O)[C@@H](O)[C@@H]2[C@H]3C(=O)N(c4ccc(F)cc4F)C(=O)[C@@H]3CC[C@H]12	-5.4%[11.5 µM]	-0.1%[11.4 µM]	0.0%[9.22 µM]
O=C1CCC[C@H]2OC12[C@@H](O)CCc1ccccc1 (some centres undefined)	6.7%[11.5 µM]	1.4%[11.4 µM]	-1.4%[9.22 µM]
CCOC(=O)N/N=C1/C[C@@H](O)[C@@H](O)[C@@H]2[C@@H]3C(=O)N(C[C@@H]4CCCO4)C(=O)[C@H]3CC[C@@H]12	13.5%[11.5 µM]	0.4%[11.4 µM]	1.4%[9.22 µM]
C/C(CCC(=O)OC[C@@H]1O[C@H](C#Cc2ccccc2)C=C[C@@H]1Oc1ccc(C)cc1)=N/O[C@@H](C)c1cn([C@H](CO)Cc2ccccc2)nn1	5.9%&-0.1%[11.5 µM]	1.2%&1.0%[11.4 µM]	-3.5%&-0.9%[9.22 µM]
COC(=O)C/C=C\[C@@H](C)[C@@H](/C=N\OCC[C@H]1C=C[C@H](OC(C)=O)[C@@H](COC(C)=O)O1)NS(=O)(=O)c1ccc(C)cc1	5.1%[11.5 µM]	1.4%[11.4 µM]	3.0%[9.22 µM]
CC1(C)OCC([C@H](O)C2=CCCCC2=O)CO1	15.1%[11.5 µM]	0.8%[11.4 µM]	1.7%[9.22 µM]

Later entries:
mol	ERK AVP inh	Luciferase inh	HBB splice mod
COC(=O)C/C=C\[C@@H](C)[C@@H](/C=N\OC[C@@H](C)[C@H](OCc1ccccc1)C(C)C)NS(=O)(=O)c1ccc(C)cc1	10.0%[11.5 µM]	0.4%[11.4 µM]	0.0%[9.22 µM]
C/C(CCN1CCCc2nc(C)c(C)cc21)=N\OC[C@@H](O)COCc1ccco1	9.4%[11.5 µM]	-0.2%[11.4 µM]	0.6%[9.22 µM]
CC(C)CO/N=C1/C[C@@H](O)[C@@H](O)[C@@H]2[C@H]3C(=O)N(c4ccc(F)cc4F)C(=O)[C@@H]3CC[C@H]12	7.0%[11.5 µM]	1.7%[11.4 µM]	1.2%[9.22 µM]
CC(C)(C)N1C(=O)[C@H]2[C@@H]3[C@H](O)[C@H](O)CC(=O)[C@H]3CC[C@H]2C1=O	17.6%&31.0%[11.5 µM]	-0.5%&1.1%[11.4 µM]	2.5%&-0.9%[9.22 µM]
CO[C@@H]1COC(=O)[C@H](C)NC(=O)[C@@H](C)COC(=O)CCC[C@H]1C	11.6%[11.5 µM]	3.0%[11.4 µM]	2.9%[9.22 µM]
CCOC(=O)CCN1C(=O)[C@H]2[C@H]3[C@H](O)[C@H](O)C/C(=N/OC/C=C(\C)CCC=C(C)C)[C@@H]3CC[C@@H]2C1=O	3.9%[11.5 µM]	-0.2%[11.4 µM]	0.8%[9.22 µM]
CO[C@@H]1COC(=O)[C@H](C)NC(=O)C/C=C\[C@@H](C)[C@H](OC)COC(=O)[C@H](C)NC(=O)C/C=C\[C@H]1C	37.2%[activator][11.5 µM]	1.2%[11.4 µM]	0.2%[9.22 µM]
O=C(N/N=C1/C[C@@H](O)[C@@H](O)[C@@H]2[C@@H]3C(=O)N(C[C@@H]4CCCO4)C(=O)[C@H]3CC[C@@H]12)OCc1ccccc1	-2.7%[11.5 µM]	0.1%[11.4 µM]	-1.5%[9.22 µM]
CC(C)[C@H](NC(=O)OC(C)(C)C)[C@@H](O)CC(=O)C(C)(C)C	-7.8%[11.5 µM]	2.1%[11.4 µM]	0.9%[9.22 µM]
CO[C@H]1COC(=O)[C@H](C)NC(=O)C/C=C\[C@@H](C)[C@H](OC)COC(=O)C/C=C\[C@@H]1C	5.4%[11.5 µM]	1.5%[11.4 µM]	1.1%[9.22 µM]
COC(=O)C/C=C\[C@@H](C)[C@H]1C=C[C@H](O)[C@@H](CO)O1	4.4%[11.5 µM]	1.2%[11.4 µM]	1.5%[9.22 µM]
COc1cccc([C@H]2Oc3ccc(OC)cc3/C(=N\O[C@@H](C)c3cn([C@H](CO)Cc4ccccc4)nn3)[C@@H]2O)c1	-0.5%&-18.7%[11.5 µM]	0.2%&-0.8%[11.4 µM]	0.7%&0.4%[9.22 µM]

More entries follow:
mol	ERK AVP inh	Luciferase inh	HBB splice mod
COC(=O)C/C=C\[C@@H](C)[C@@H](/C=N\O[C@@H]1O[C@H](COC(C)=O)[C@@H](OC(C)=O)[C@H](OC(C)=O)[C@H]1OC(C)=O)NS(=O)(=O)c1ccc(C)cc1	-9.3%[11.5 µM]	-0.2%[11.4 µM]	-0.4%[9.22 µM]
CO[C@H]1COC(=O)C/C=C\[C@H](C)[C@@H](NS(=O)(=O)c2ccc(C)cc2)COC(=O)C/C=C\[C@@H]1C	13.5%&15.4%[11.5 µM]	0.1%&0.6%[11.4 µM]	3.4%&-2.4%[9.22 µM]
CCOC(=O)N/N=C1/C[C@@H](O)[C@@H](O)[C@@H]2[C@@H]3C(=O)N(C[C@@H]4CCCO4)C(=O)[C@H]3CC[C@H]12	36.1%[activator][11.5 µM]	0.0%[11.4 µM]	1.9%[9.22 µM]
Cc1ccc(S(=O)(=O)N[C@@H](CCc2ccccc2)CC(=O)C(C)(C)C)cc1	3.8%[11.5 µM]	-2.2%[11.4 µM]	-0.4%[9.22 µM]
CC(=O)OC[C@@H]1O[C@H](CCO/N=C(\C)CCN2CCCc3nc(C)c(C)cc32)C=C[C@@H]1OC(C)=O	17.3%[11.5 µM]	0.8%[11.4 µM]	-1.1%[9.22 µM]
CO/N=C(\C)CCN1CCCc2nc(C)c(C)cc21	37.4%[activator][11.5 µM]	0.7%[11.4 µM]	2.2%[9.22 µM]
CC(C)=CCC/C(C)=C/CO/N=C1/C[C@@H](O)[C@@H](O)[C@@H]2[C@@H]3C(=O)N(C[C@@H]4CCCO4)C(=O)[C@H]3CC[C@@H]12	-3.9%[11.5 µM]	1.7%[11.4 µM]	1.8%[9.22 µM]
CC(=O)OC[C@H]1O[C@@H](O/N=C(\C)CCC(=O)OC[C@@H]2O[C@H](C#Cc3ccccc3)C=C[C@@H]2Oc2ccc(C)cc2)[C@H](OC(C)=O)[C@@H](OC(C)=O)[C@H]1OC(C)=O	-7.8%[11.5 µM]	0.7%[11.4 µM]	-0.1%[9.22 µM]
CO[C@H]1COC(=O)[C@@H](CCSC)NC(=O)C/C=C\[C@@H](C)[C@H](OC)COC(=O)[C@@H](OCc2ccccc2)/C=C\[C@@H]1C	-9.6%[11.5 µM]	0.3%[11.4 µM]	-0.1%[9.22 µM]
CC(C)CO/N=C1/[C@H]2O[C@@H]2[C@@H](O)[C@H]2[C@H]1CCn1c(=O)n(C)c(=O)n12	0.8%[11.5 µM]	-1.6%[11.4 µM]	2.3%[9.22 µM]
Cc1cc(C)c(-c2cc([C@H](C)O/N=C3/[C@H]4OC4[C@@H](O)[C@H]4[C@H]3CCn3c(=O)n(-c5ccccc5)c(=O)n34)on2)c(C)c1 (some centres undefined)	2.0%[11.5 µM]	-0.8%[11.4 µM]	2.0%[9.22 µM]
CC(C)C(=O)N[C@H]1CCCN1C(=O)/C=C\c1ccccc1	0.0%[11.5 µM]	0.8%[11.4 µM]	-0.4%[9.22 µM]
CCOC(=O)C[C@@H](CC(C)=O)C(=O)OCC	7.0%[11.5 µM]	2.4%[11.4 µM]	1.5%[9.22 µM]

An excerpt, so the mix of outcomes need not match the whole.
